High-throughput results as filed in PubChem BioAssay.
E coli growth – bacterial growth inhibition, counter-screen for AddAB inhibitors; E. coli V3065 growth, OD600 absorbance, 18 h; inhibition, % at 11.9 µM; 0.27% of 330,000 active; AID 449728;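 active = inhibition above the campaign's mean inhibition across all tested compounds plus 3 SD, cut at about 9.9% in these data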;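 note: uninfected addAB+ strain grown without phage in ampicillin broth; 0% = DMSO wells and 100% = ciprofloxacin 0.95 µg/ml wells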
Rtt109 Vps75 – C. albicans Rtt109 histone acetyltransferase inhibition | Q5AAJ8 | purified Rtt109/Vps75, ThioGlo CoA-SH fluorescence, 4 h | inhibition, % at 34.9 µM | 0.16% of 330,000 active | AID 540336;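 active = inhibition of at least 50% in every replicate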
Target sequence (Q5AAJ8 whole entry, looked up): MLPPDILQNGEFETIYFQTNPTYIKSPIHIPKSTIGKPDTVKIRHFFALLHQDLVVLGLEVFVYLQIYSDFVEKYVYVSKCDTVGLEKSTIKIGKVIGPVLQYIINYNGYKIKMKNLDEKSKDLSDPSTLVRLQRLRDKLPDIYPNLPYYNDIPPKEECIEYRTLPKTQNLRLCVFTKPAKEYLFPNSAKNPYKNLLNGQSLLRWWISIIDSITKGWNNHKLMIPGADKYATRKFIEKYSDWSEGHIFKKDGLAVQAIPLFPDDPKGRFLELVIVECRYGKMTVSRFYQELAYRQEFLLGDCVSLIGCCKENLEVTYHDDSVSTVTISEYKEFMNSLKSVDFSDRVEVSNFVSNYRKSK
Wnt bcat act – Wnt/beta-catenin pathway activation. activation, % at 9.35 µM. 1.2% of 300,000 active. Wnt/beta-catenin reporter cell assay, activator, plate reader. AID 743398; in the data active = activation above about 30%, passing the limit was not always enough;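 note: 0% = neutral control wells and 100% = positive control wells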
Tat export inh – inhibitors of E. coli Tat protein transport; AID 488895; inhibition, % at 10 µM; 0.036% of 340,000 active; E. coli MC4100 TorA-mCherry Tat export, fluorescence;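 active = mean replicate inhibition at least 50% and at least half of replicates individually reaching 50%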;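 note: exported cargo escapes ClpAP degradation while cytoplasmic cargo is degraded and loses fluorescence; 0% = median of neutral control wells and 100% = median of NaSCN control wells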
phage Ecoli inh – E. coli growth loss with phage present; growth absorbance; inhibition, % at 11.9 µM; 0.26% of 360,000 active; in the data active = inhibition above about 11%
CAL PDZ FP – human CAL PDZ-peptide interaction inhibition. Q9HD26. inhibition, % at 20 µM. AID 504414. purified CAL PDZ, TMR-peptide fluorescence polarization, 1 h. 0.02% of 330,000 active;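 active = highest replicate inhibition of at least 40%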;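 note: plate controls were DMSO neutral control wells for no effect and unlabeled competitor peptide control wells for full effect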
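Material – purified CerCALP PDZ construct · Detection – FP readout, S and P plane fluorescence · Measure – percent inhibition from loss of millipolarization · Controls – unlabelled peptide for full inhibition, DMSO wells as neutral · Probe or stimulus – TMR-labelled reporter peptide T*-PRC34 bound in PDZ groove · Times – 1 h at RT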
PvdQ inh – P. aeruginosa PvdQ acylase inhibition | AID 488965 | 0.063% of 340,000 active | purified PvdQ acylase, fluorescence plate reader | inhibition, % at 10 µM; in the data active = inhibition above about 30%, passing the limit was not always enough;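 note: 0% = vehicle neutral wells and 100% = reference inhibitor wells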
PfHsp90 set2 – reduces growth (ATP signal) of yeast expressing P. falciparum Hsp90; S. cerevisiae expressing PfHsp90, BacTiter-Glo ATP, 48 h; yeast lacking PDR1 and PDR3 efflux regulators; inhibition, % at 9.4 µM; 0.32% of 310,000 active;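 active = every replicate shows inhibition above about 80%, whatever the replicate mean, limit read from the data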;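 note: 0% = DMSO neutral controls and 100% = 20 µM radicicol positive controls; yeast relying on Plasmodium falciparum Hsp90 in place of its own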
AddAB inh – less growth of phage-infected E. coli with AddAB; inhibition, % at 11.9 µM; 0.29% of 330,000 active; AID 435030; E. coli expressing H. pylori AddAB, absorbance growth; in the data active = inhibition above about 12%;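 note: 0% = vehicle wells of infected cells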
DAGLB inh – blocks human DAGLB lipase activity. Q8NCG7. HEK293T DAGLB membrane lysate, EnzChek fluorogenic substrate. inhibition, % at 5.17 µM. 0.059% of 340,000 active; in the data active = inhibition above about 34%;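 note: 0% = enzyme with vehicle and 100% = wells lacking enzyme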
Target sequence (Q8NCG7 whole entry, looked up): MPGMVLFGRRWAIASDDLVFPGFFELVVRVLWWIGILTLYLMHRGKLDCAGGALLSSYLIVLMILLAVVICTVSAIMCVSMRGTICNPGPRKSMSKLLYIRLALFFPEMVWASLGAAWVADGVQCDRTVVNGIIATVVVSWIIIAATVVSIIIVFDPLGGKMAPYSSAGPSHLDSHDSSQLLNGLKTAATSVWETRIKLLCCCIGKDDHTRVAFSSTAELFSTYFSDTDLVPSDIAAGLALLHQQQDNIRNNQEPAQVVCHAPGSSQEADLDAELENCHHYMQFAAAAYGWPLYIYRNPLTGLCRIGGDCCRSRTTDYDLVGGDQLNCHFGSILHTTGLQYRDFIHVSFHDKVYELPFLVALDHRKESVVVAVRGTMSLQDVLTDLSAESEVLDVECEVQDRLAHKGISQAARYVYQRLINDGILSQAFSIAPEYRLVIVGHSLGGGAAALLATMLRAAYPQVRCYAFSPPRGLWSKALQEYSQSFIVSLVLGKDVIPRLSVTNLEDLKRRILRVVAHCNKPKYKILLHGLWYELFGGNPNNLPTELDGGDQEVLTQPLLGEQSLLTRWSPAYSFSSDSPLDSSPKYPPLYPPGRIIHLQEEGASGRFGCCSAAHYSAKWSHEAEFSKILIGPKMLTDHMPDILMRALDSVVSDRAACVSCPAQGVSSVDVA
* marks the source's active call; other numbers are inactive results; . = no result given.

Molecule | DAGLB inh | PfHsp90 set2 | Rtt109 Vps75 | PvdQ inh | Wnt bcat act | E coli growth | AddAB inh | CAL PDZ FP | phage Ecoli inh | Tat export inh
COc1ccc2[nH]c3c(c2c1)CCN1C(=O)C(CC(=O)NCc2cccc(C(F)(F)F)c2)C[C@H](C(=O)N2CCCCC2)[C@@]31CCc1ccccc1 (stereo partly specified) | -1.2 | -0.6 | 2.4 | 7.3 | -1.2 | 2.3 | -0.4 | 0.8 | 1.2 | -1.4
COc1ccc(CN(C)CC(=O)NC2CCCc3ccccc32)cc1OC (stereo unspecified) | 1.4 | 30.9 | -8.1 | -5.3 | -1.9 | 0.8 | 3.2 | -1.1 | 0.5 | -6.6
COc1ccc(C2=[N+](C)CCn3cccc32)c(OC)c1 | 0.0 | 2.1 | 2.7 | -0.8 | -5.9 | -1.1 | 0.8 | 0.1 | 1.8 | -8.1
Nc1cc(F)ccc1N1CCCCCC1 | 3.3 | -18.7 | . | -2.5 | 0.3 | 1.2 | -1.8 | 0.6 | 4.2 | -28.2
CC(=O)N1CCN(C(=O)c2cc3c(s2)CCC(C)C3)CC1 (stereo unspecified) | 3.5 | -18.7 | -2.6 | -14.8 | 5.6 | . | . | -1.0 | 2.9 | -3.8
CC1(C)CC(=O)C2=C(C1)NC(=O)NC2c1ccccc1 (stereo unspecified) | 0.8 | 12.2 | . | 9.0 | -1.0 | 1.9 | 4.4 | -0.8 | 4.3 | 4.8
O=C(COC(=O)c1c2ccccc2cc2ccccc12)NCC(F)(F)F | -3.3 | -0.1 | -13.1 | 0.1 | -2.4 | 2.1 | 5.0 | -0.5 | -0.4 | -2.2
Cc1ccc(CN2CCc3[nH]c(=S)[nH]c(=O)c3C2)cc1 | 4.6 | -1.0 | -3.4 | -4.3 | -0.1 | 1.4 | 3.4 | -2.9 | 1.1 | 17.9
O=c1c2ccccc2n2cnnc2n1-c1ccccc1 | -2.5 | 24.5 | -1.7 | -7.8 | 0.0 | 1.5 | 0.2 | -0.5 | 1.3 | -19.8
O=C(CN(CC1CCCO1)C(=O)CNS(=O)(=O)c1ccc(F)cc1)NCC1CCCO1 (stereo unspecified) | -1.3 | -12.7 | -6.3 | -8.2 | -1.3 | -0.3 | -1.7 | -1.1 | -0.2 | 0.5
CCOC(=O)NC(=O)CSc1ccc2ccccc2n1 | 0.8 | -16.4 | 47.5 | 1.0 | -1.0 | 1.6 | 0.2 | -0.6 | 2.0 | -6.5
O=C1c2ccccc2C2(c3cc(C(F)(F)F)cc(C(F)(F)F)c3)NCCN12 (stereo unspecified) | -1.2 | -8.3 | -6.2 | -7.1 | 0.4 | . | . | 1.4 | 2.0 | -9.8
CCCc1nnc(SCC(=O)N2CCCC(C)C2)n1CC1CCCO1 (stereo unspecified) | 2.5 | -4.9 | -7.9 | -8.3 | . | -2.1 | 0.0 | . | 0.9 | 8.2
O=C(Nc1ccc(O)cc1)c1ccccc1OCc1ccccc1 | -1.0 | -22.6 | 3.9 | -12.8 | -1.8 | . | . | . | 2.2 | -3.9
C[C@H](CO)N1C[C@H](C)[C@@H](CN(C)S(=O)(=O)c2ccc(F)cc2)Oc2c(NS(=O)(=O)c3ccc(F)cc3)cccc2C1=O | -0.6 | 0.0 | 2.1 | 3.0 | 0.3 | -1.8 | 1.2 | -0.2 | 2.0 | -1.4
Cc1nc(SCC(=O)c2c[nH]c3ccccc23)n[nH]1 | -2.8 | 28.8 | . | -5.2 | . | 0.7 | 2.3 | -3.2 | 5.7 | -6.4
Cc1cc(Nc2ccc(F)cc2C)n2ncnc2n1 | 1.8 | -2.5 | 3.9 | -19.0 | -1.5 | -0.7 | 6.1 | -0.2 | 1.2 | -5.2
CC(C)(C)OC(=O)N1CCC[C@H]1c1nnc(SCC(=O)Nc2ccc(Br)cc2)o1 | -1.6 | -10.2 | 8.6 | 7.9 | -2.2 | -0.7 | 0.3 | 0.4 | 4.2 | -9.1
COc1cc(C(=O)NC2CCN(CC(=O)NC3CCCCC3C)CC2)cc(OC)c1OC (stereo unspecified) | -1.6 | 7.6 | -4.7 | -3.2 | -1.6 | -0.4 | 3.3 | -0.6 | 0.0 | -1.0
NC1=NCc2ccccc21 | 1.9 | -30.5 | . | -5.9 | . | -1.1 | 0.8 | -2.4 | 3.4 | 2.2
COc1cccc(N(CC(=O)Nc2cccc(F)c2)S(C)(=O)=O)c1 | -2.5 | -11.6 | -1.2 | -14.8 | . | 1.0 | 0.8 | 0.6 | 3.4 | -7.2
Cc1cc(=O)n2nc(N3CCCC(C(=O)NCc4ccc(F)cc4)C3)sc2n1 (stereo unspecified) | 3.3 | 5.8 | 5.2 | 0.8 | -0.2 | -0.8 | 3.4 | -0.3 | 1.4 | 8.5
CCOC(=O)c1c(OCCO)nn(-c2ccccc2)c1N | 1.4 | 16.6 | 1.9 | -8.7 | -0.4 | 2.0 | 4.6 | -1.4 | 2.9 | -7.9
COc1cc(OC)c(N(C)S(=O)(=O)c2cccc(C(=O)OCc3c(C)noc3C)c2)cc1Cl | -2.6 | . | -1.2 | -2.8 | 4.7 | -3.6 | 0.1 | -1.2 | -1.3 | -0.9
Cc1cccc(C)c1OCC(=O)Nn1c(=O)[nH]c2ccccc2c1=O | -0.8 | 0.2 | -18.3 | -8.3 | -9.2 | 0.3 | 7.0 | -2.8 | 3.1 | -5.7
CCC(CC)C(=O)Nc1c(C(=O)N2CCN(c3ccccc3)CC2)oc2ccccc12 | -7.2 | -3.4 | 10.1 | -5.4 | -5.0 | 0.6 | 1.8 | -1.5 | 0.8 | 7.9
CCS(=O)(=O)C(=C1Nc2ccccc2N1)S(=O)(=O)CC | -1.0 | -7.4 | 1.4 | -7.9 | 0.3 | -1.6 | 0.6 | . | 1.0 | -2.1
O=C(c1cnn2c(C(F)(F)F)cc(-c3cccs3)nc12)N1CCCC1 | -1.5 | -2.0 | -24.2 | -3.1 | 9.5 | 1.5 | 1.0 | -3.8 | -0.7 | -2.5
Cc1oc2cc3oc(=O)c(CC(=O)NCC(=O)N[C@@H](C(=O)O)c4ccccc4)c(C)c3cc2c1C | -0.4 | 8.9 | -20.6 | -2.0 | 2.2 | -3.7 | 0.7 | -0.6 | 2.1 | 2.0
CCn1cc(SCC(=O)Nc2cc(C)on2)c2ccccc21 | -0.1 | -12.2 | -8.1 | -13.8 | 2.6 | -0.7 | -3.5 | -0.1 | 4.8 | 1.9

Other entries.
Molecule | DAGLB inh | PfHsp90 set2 | Rtt109 Vps75 | PvdQ inh | Wnt bcat act | E coli growth | AddAB inh | CAL PDZ FP | phage Ecoli inh | Tat export inh
COc1cc(-c2cc(=O)c3c(O)c(OC)c(OC)c(OC)c3o2)cc(OC)c1OC | -5.6 | . | 3.8 | -12.5 | 0.3 | -0.8 | 1.7 | 0.2 | 1.5 | -8.6
Cn1c(=O)c2c(nc(SCC(=O)c3ccc(F)cc3)n2C)n(C)c1=O | 1.8 | -14.6 | 2.4 | -10.1 | 0.0 | 1.3 | 3.0 | -2.0 | 1.8 | -13.1
Cc1cc(NC(=S)NC(=O)c2ccco2)c2ccccc2n1 | -1.8 | -29.9 | 1.4 | -14.8 | -1.4 | -0.1 | 3.9 | -3.1 | 4.1 | 12.2
CC(C)c1ccc(N=Cc2c(O)c3ccccc3oc2=O)cc1 | -3.2 | 23.1 | -1.0 | 6.1 | 1.0 | -0.9 | 3.9 | -1.7 | -0.3 | 0.5
CC(=O)Nc1ccc(S(=O)(=O)NC(C)(C#N)C2CC2)cc1 (stereo unspecified) | -2.5 | 18.6 | 2.2 | -13.6 | 0.9 | -4.3 | 2.4 | -1.1 | 2.4 | 6.8
O=C(COC(=O)c1ccc(Br)cc1)NC1CCCC1 | -0.6 | 7.6 | 9.0 | -13.2 | 0.9 | -1.6 | 0.8 | -2.0 | -0.6 | 3.5
CCCCCCCCCC(=O)N[C@@H]1c2cc(OC)c(OC)cc2C[C@H]1OCc1ccccc1 | -0.1 | -23.2 | 6.5 | -8.4 | 2.0 | 2.1 | 0.7 | -2.6 | 3.0 | 1.4
Cc1cc(S(=O)(=O)NCCCN2CCOCC2)c(C)cc1Cl | -0.9 | -3.9 | -5.1 | -12.2 | -1.1 | . | . | -2.7 | 0.3 | -3.2
CCCCN(C(=O)c1cccc(S(=O)(=O)N2CCN(C)CC2)c1)c1c(N)n(CCCC)c(=O)[nH]c1=O | 1.2 | -13.8 | -5.2 | -14.5 | 1.9 | 0.2 | 0.0 | -1.7 | 1.6 | -6.6
Cc1ccc(OCC(=O)Nc2nnn(C)n2)c(C)c1 | -3.1 | -10.3 | 0.1 | 7.6 | -1.2 | -0.3 | -0.2 | -2.1 | 2.9 | -0.3
COc1ccc(S(=O)(=O)N2CCOCC2)cc1NC(=O)CCc1c[nH]c2ccccc12 | -1.2 | . | -10.0 | -12.9 | -1.9 | -1.0 | 2.0 | -0.5 | -1.8 | 1.9
Cc1cc(C)c2c(n1)nn1c(C3CC3)cc(C(F)(F)F)nc21 | 0.5 | . | -0.8 | -15.2 | . | -2.5 | 0.5 | -1.7 | 0.6 | 0.2
CCN(C(=O)c1cc(S(=O)(=O)N2CCCCC2)c[nH]1)c1ccc(OC)cc1 | -2.7 | -10.1 | -7.7 | -15.6 | -1.9 | 0.4 | -2.1 | 0.1 | -0.4 | -2.6
C/C(=C\c1ccccc1)C(=O)Nc1ccc(S(=O)(=O)Nc2ncccn2)cc1 | 1.5 | 7.3 | -1.9 | -0.6 | -0.7 | 1.3 | 3.9 | -0.7 | 1.2 | -3.9
CCOc1ccc(Cl)cc1CSc1ncn[nH]1 | -5.0 | -2.4 | 11.7 | -11.3 | -3.0 | -0.6 | 2.8 | -2.6 | 5.5 | -2.3
Cn1c(SCc2ccc(Br)cc2)nc2c(c1=O)SCC2 | 0.2 | -3.9 | 8.3 | -18.1 | -0.6 | 0.1 | 0.0 | -3.5 | 4.0 | 3.4
Cc1ccc(S(=O)(=O)N2CCC[C@H]2C(=O)Nc2ccccc2Cl)cc1 | -1.2 | . | 9.1 | 1.8 | -0.8 | 0.1 | -1.4 | 0.7 | 2.9 | 0.7
C=CCn1c(SCC(=O)c2[nH]c(C)c(C(C)=O)c2C)nnc1-c1ccncc1 | -1.8 | 41.0 | -0.2 | -5.4 | 0.2 | 0.6 | 3.4 | -2.5 | 0.5 | -0.7
CCCCn1nc2cc(C(=O)N(CC)c3ccc(OC)cc3)ccc2c1OCC | 0.7 | -14.1 | 3.7 | -9.3 | 0.0 | -1.2 | 4.4 | -2.0 | 3.4 | 4.0
COc1ccc(-c2nnc(SCC(=O)NC(C)c3ccccc3)o2)cc1 (stereo unspecified) | -0.9 | 10.3 | -9.2 | 2.6 | -2.5 | 0.5 | 4.8 | -1.3 | 0.8 | 7.6
O=C(/C=C/c1ccc(F)cc1)N1CCN(Cc2ccccc2)CC1 | . | . | . | . | 6.3 | 0.2 | 2.6 | . | 4.1 | .
CCS(=O)(=O)N1CCN=C1SCc1cccnc1 | 1.2 | 0.0 | -9.9 | -1.5 | -3.7 | -1.7 | 1.0 | 0.3 | 3.3 | 7.0
O=C(O)C1CCCN1c1ncccn1 (stereo unspecified) | -0.1 | . | . | -10.9 | . | 0.3 | 4.2 | -1.3 | 2.6 | -3.7
